Assay outcomes deposited in PubChem by Broad Institute.
EWS-Fli block: EWS/Fli transcriptional activity inhibition; inhibition, % at 12.6 µM; A673 NR0B1-luciferase reporter, viability-normalised; 350,000 tested, 0.67% active;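 active = mean inhibition of at least 50% after viability correction, with every replicate also passing that limit; inconclusive = mean reaches 50% but only one of two replicates passes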;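 note: firefly luciferase signal divided by Alamar Blue viability fluorescence both relative to DMSO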
E-sel inducer: induces E-selectin expression in human endothelial cells; P16581; HUVEC E-selectin immunofluorescence imaging; normalized: neutral wells 0, TNF-alpha wells 100; activation, % at 7.58 µM; 260,000 tested, 0.37% active; AID 686992;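 active = mean E-selectin-positive cell signal at least 10% of the positive control, reached in at least 60% of replicates, without over 20% cell loss; inconclusive = no rule given, readout overlaps actives, possibly toxicity-flagged; inactive = the rest, including those meeting only one limit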;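 note: in these data hits start at about 27%; measured in HUVEC primary endothelial cells; signal is the percent of cells scored E-selectin positive by PE staining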
Target sequence (P16581 whole entry, looked up): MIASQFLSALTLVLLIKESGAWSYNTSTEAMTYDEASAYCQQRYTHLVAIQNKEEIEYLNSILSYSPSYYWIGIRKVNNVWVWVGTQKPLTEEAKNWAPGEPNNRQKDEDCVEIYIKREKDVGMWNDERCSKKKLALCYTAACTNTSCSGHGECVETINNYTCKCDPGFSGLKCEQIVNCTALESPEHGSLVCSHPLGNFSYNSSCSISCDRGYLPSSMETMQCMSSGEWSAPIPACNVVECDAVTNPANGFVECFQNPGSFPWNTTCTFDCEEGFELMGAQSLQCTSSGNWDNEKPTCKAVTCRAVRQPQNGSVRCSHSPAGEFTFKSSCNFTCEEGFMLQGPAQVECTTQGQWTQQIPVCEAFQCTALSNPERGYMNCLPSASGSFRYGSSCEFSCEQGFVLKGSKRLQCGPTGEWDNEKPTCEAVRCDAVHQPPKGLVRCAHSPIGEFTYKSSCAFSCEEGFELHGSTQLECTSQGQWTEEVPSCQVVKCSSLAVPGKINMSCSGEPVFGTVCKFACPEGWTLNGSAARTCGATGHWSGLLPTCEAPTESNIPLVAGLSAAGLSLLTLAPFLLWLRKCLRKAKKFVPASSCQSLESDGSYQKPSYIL
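Read-out basis: % PE-positive cells; Test system: HUVEC primary endothelial cells; Technique: immunofluorescence imaging; Dosing: single-point compound dose.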
RAD52 inh: RAD52 (human) annealing inhibition | P43351 | recombinant RAD52 DNA annealing, FRET fluorescence | inhibition, % at 18.7 µM | 360,000 tested, 0.46% active;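 active = every replicate showing at least 50% inhibition; inconclusive = mean inhibition at least 50% but not in every replicate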
S100A4 inh HTS: S100A4-myosin IIA interaction inhibition; S100A4/TAMRA-MyoIIA peptide fluorescence polarization; AID 652163; 360,000 tested, 0.14% active; P26447; inhibition, % at 10.7 µM;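 active = mean inhibition of at least 70% across replicates, with every replicate also reaching that level; inconclusive = mean inhibition reaches 70% but some replicates fall short; inactive = mean inhibition below 70%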
Target sequence (P26447 whole entry, looked up): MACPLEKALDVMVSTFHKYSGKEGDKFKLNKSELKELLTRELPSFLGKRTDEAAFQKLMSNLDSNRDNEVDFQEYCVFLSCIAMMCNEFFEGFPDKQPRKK
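Compound dosing: one dose per compound; test system: human S100A4 monomer with TAMRA-labelled myosin IIA peptide; probe or stimulus: TAMRA-labelled myosin IIA heavy-chain peptide probe, 5 nM; medium: HEPES buffer with Ca2+, pH 7.2; schedule: 5 min incubation before reading; benchmarks: neutral control DMSO, positive control TFP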
Xi reactivation: X-chromosome reactivation activator; XiGFP mouse fibroblasts, % GFP-positive cells imaging, 3 d; cells co-treated with 5-aza-dC sensitizer; scaled so ellipticine positive control = 100%; activation, % at 7.58 µM; 360,000 tested, 0.055% active; AID 743238;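 active = mean normalized replicate activation at least 10% and every replicate at or above 10%; inconclusive = only one of the two criteria met; inactive = mean below 10% and not all replicates reach 10%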;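 note: 0% = median of on-plate neutral control wells and 100% = ellipticine 6 µM median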
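Material: XiGFP fibroblasts, SV40-immortalized. Buffer or medium: DMEM plus 5-aza-dC sensitizer. Compound: single concentration per compound, delivered by pin transfer. Times: 3 days compound exposure. Controls: ellipticine 6 µM.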
esBAF inh: inhibitors of esBAF chromatin remodeling in mouse ES cells; Bmi1-luciferase knock-in reporter, 24 h; 100% = twice the neutral-well signal; reporter increase, % at 12.5 µM; 350,000 tested, 2% active; in the data active = activation above about 40%; inconclusive = no clear call, values can overlap the other calls;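 note: 0% = median of the plate's neutral control wells and 100% = double that signal; a rise in the Bmi1 reporter signal indicates esBAF inhibition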
FN deposit inh: fibronectin deposition inhibition. AH1F fibroblasts, Alexa488-fibronectin deposition fluorescence, overnight. inhibition, % at 12.6 µM. 350,000 tested, 0.086% active;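 active = mean inhibition across replicates of 30% or more, regardless of how many single replicates reach that level; inconclusive = mean under 30% yet at least half of replicates reach 30%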;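 note: positive control wells lacked labelled fibronectin entirely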
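Material: AH1F fibroblast monolayer depositing Alexa488-labelled fibronectin into matrix | Input: 10000 AH1F cells/well | Medium: DMEM plus 2% serum, read in PBS | Reagent: Alexa488-fibronectin, 24 nM final in well | Compound dosing: One dose per compound, pinned | Schedule: 1 h adhesion, overnight exposure | Measured by: Fluorescence at 485 nm excitation, 525 nm emission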
RAD54 branch: inhibitors of human RAD54 branch migration | Q92698 | RAD54 Holliday junction branch migration, FAM/BHQ fluorescence | inhibition, % at 10.4 µM | 360,000 tested, 0.14% active;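 active = mean normalized replicate activity at least 40 and at least half of replicates scoring 40 or more; inconclusive = only one of the two criteria met; inactive = mean below 40 and under half of replicates reaching 40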;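 note: 0% = median of neutral control wells and 100% = median of positive control wells; inhibitors cause a drop in the FAM fluorescence signal; in these data hits start at about 50%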
* marks the source's active call; other numbers are inactive results; ? = inconclusive; . = not tested or not shown.

SMILES	EWS-Fli block	E-sel inducer	RAD52 inh	S100A4 inh HTS	Xi reactivation	esBAF inh	FN deposit inh	RAD54 branch
CCCCN(C)S(=O)(=O)c1c(C)[nH]c(=O)[nH]c1=O	-1.8	.	0.0	-10.7	.	5.1	.	-1.5
COc1cccc(C#Cc2ccc3c(c2)[C@@H]2[C@@H](CCN2C(=O)c2ccccc2F)[C@@H](CO)N3)c1	-6.8	0.9	.	.	0.3	-0.3	-0.3	4.1
CCN(Cc1ccncc1)Cc1c(O)ccc2cc(Br)ccc12	-16.3	-2.0	-15.8	-3.2	0.0	.	-0.4	.
Cc1ccnc(NS(=O)(=O)c2ccc(C(C)(C)C)cc2)c1	5.7	.	2.5	0.6	0.0	.	7.6	.
CC1(C)C2CCC(C2)C1(C)N=C1OC(CCl)CS1 (configuration not stated)	5.4	.	-11.6	3.9	1.4	1.2	-11.2	-17.3
C[C@H]1CN([C@@H](C)CO)C(=O)Cc2cc(NC(=O)Nc3ccccc3)ccc2O[C@@H]1CN(C)S(C)(=O)=O	-5.4	.	1.0	15.1	.	2.8	.	14.8
C=CCNC(=S)NN=C1CCC(c2ccccc2)CC1 (configuration not stated)	1.7	0.1	-2.6	-6.5	0.1	-9.4	0.2	-0.6
CCOC(=O)COc1ccccc1C(=O)c1cnn(-c2ccccc2)c1	-15.0	.	-5.3	-3.1	0.0	36.0	-5.3	-13.7
COc1ccc(-n2ncc3c2CC(C)(C)CC3NC(=O)c2c(C)cc(=O)oc2C)cc1 (configuration not stated)	-8.0	.	-9.4	-2.3	0.0	0.8	-8.6	2.5
CCOC(=O)N1CCN(S(=O)(=O)c2cc([N+](=O)[O-])c(C)cc2C)CC1	-0.2	.	-9.7	2.4	0.0	-8.9	.	5.2
C[C@@H]1CN([C@H](C)CO)C(=O)c2cccc(NC(=O)CCCCCC(=O)Nc3ccccc3N)c2O[C@H]1CN(C)C(=O)Nc1ccc(C(F)(F)F)cc1	-7.0	.	9.7	-3.0	0.1	.	.	.
CCc1ccc(C(=O)NNc2ccc(S(N)(=O)=O)cc2)cc1	-6.8	12.5	-1.5	-0.2	?	5.2	-3.1	0.4
O=C(NC1Cc2ccccc2C1)[C@H]1[C@H](CO)[C@H]2Cn3c(ccc(C4=CCCCC4)c3=O)[C@@H]1N2CC1CC1	-2.3	0.2	-2.5	1.1	0.4	5.3	.	-5.0
C[C@H](CO)N1C[C@H](C)[C@@H](CN(C)C(=O)Nc2ccc(F)cc2)Oc2c(NC(=O)c3cnccn3)cccc2C1=O	11.7	-1.6	-0.6	-22.6	0.1	5.1	.	2.6
CCCNC(=O)N1C[C@H](C)[C@H](OC)CN(C)C(=O)c2ccc(NC(=O)C3CCC3)cc2OC[C@@H]1C	-0.5	-0.1	8.9	6.8	-0.1	0.5	.	-5.6
C[C@@H]1CN([C@@H](C)CO)C(=O)Cc2cc(NC(=O)C3CCCCC3)ccc2O[C@H]1CN(C)S(=O)(=O)c1ccc(F)cc1	-1.8	-0.1	-13.0	-1.2	-0.6	-5.3	-1.5	9.9
C=CCn1c(SCC(=O)c2[nH]c(C)c(C(=O)OC)c2C)nc2scc(-c3ccc(OC)c(OC)c3)c2c1=O	60.5*	1.7	-28.1	3.2	0.6	.	4.5	.
CC(C)(O)C#Cc1ccc(CN2CCN(Cc3ccsc3)C(CCO)C2)s1 (configuration not stated)	.	.	.	.	0.0	6.2	2.8	5.6
O=C(N[C@H]1CC[C@H](CCn2cc(C3CCCCC3)nn2)O[C@H]1CO)c1cccnc1	-2.6	0.5	8.5	7.5	-0.9	1.5	8.7	0.2
C[C@H](CO)N1C[C@H](C)[C@H](CN(C)C(=O)NC2CCCCC2)Oc2ccc(NS(C)(=O)=O)cc2C1=O	0.0	.	-5.5	4.6	-1.2	-2.3	.	-1.3
O=C(COC(=O)c1n[nH]c(=O)c2ccccc12)NCc1ccccc1	1.5	.	-6.0	10.6	-0.4	-0.8	-1.6	4.6
CN1CCN(C(=O)c2ccc(Cn3cc(Cl)cn3)o2)CC1	-6.6	-0.1	-5.2	0.6	0.0	-8.7	-15.8	-2.8
C[C@H]1CN([C@@H](C)CO)C(=O)c2cc(/C=C/c3ccccc3)cnc2O[C@H]1CN(C)Cc1ccncc1	-10.2	0.1	2.1	-10.2	-2.0	-13.6	.	2.1
NC(=O)C1CCCN(C(=O)c2cccc(S(=O)(=O)N3CCCCCC3)c2)C1 (configuration not stated)	-2.1	.	10.9	-1.6	0.3	1.6	-8.1	-5.0
C[C@H](CO)N1C[C@H](C)[C@@H](CN(C)C(=O)C2CC2)Oc2ncc(/C=C/c3ccccc3)cc2C1=O	-12.1	-0.1	.	.	0.0	.	14.5	.
CCNC(=O)[C@H]1[C@H](CO)[C@H]2Cn3c(cccc3=O)[C@@H]1N2Cc1cccc(Cl)c1	-2.7	-0.1	-4.5	2.7	0.3	.	.	.
C[C@H](CO)N1C[C@H](C)[C@@H](CN(C)Cc2ccc(C(=O)O)cc2)Oc2ccc(NS(=O)(=O)c3ccccc3)cc2CC1=O	-10.2	0.2	13.5	-4.1	0.5	-12.7	-3.8	.
C[C@H]1CN([C@@H](C)CO)C(=O)c2cc(-c3ccccc3)cnc2O[C@H]1CN(C)C(=O)Cc1cccnc1	-7.6	-0.2	-3.5	-0.5	0.0	.	-8.1	4.8
CN(CC(=O)Nc1ccccc1C(F)(F)F)C(=O)CSc1nc(N)cc(N)n1	-4.3	.	-12.0	-0.5	0.5	2.7	1.6	2.5
CN(C)CC(=O)N[C@H]1CC[C@@H](CCn2cc(C3CC3)nn2)O[C@@H]1CO	1.5	-0.2	-6.4	-1.1	0.2	1.3	8.5	0.2
COCC#Cc1ccc2c(c1)O[C@H](CN(C)Cc1ccncc1)[C@H](C)CN([C@@H](C)CO)S2(=O)=O	-13.0	-0.2	5.9	4.0	-1.2	-1.5	-4.2	-0.4
CCc1ccccc1N1CC(C(=O)Nc2cc(S(=O)(=O)N3CCCC3)ccc2Cl)CC1=O (configuration not stated)	13.3	7.8	-16.2	-3.1	0.2	6.5	-1.5	.
C[C@H]1CN([C@@H](C)CO)C(=O)c2cc(C#CC3(O)CCCC3)cnc2O[C@H]1CN(C)C(=O)Cc1ccccc1	4.3	0.1	-0.3	-22.5	-0.3	-3.0	.	0.9
COc1cccc(CNC(=O)c2ccc(NC(=O)CC3SC(N4CCCC4)=NC3=O)cc2)c1 (configuration not stated)	-0.4	0.2	-63.3	-3.6	0.3	-1.5	2.7	1.1
CCCS(=O)(=O)NC(=O)C1(C)CCN(C(=O)c2ccccc2OC(F)(F)F)C1 (configuration not stated)	-1.8	0.4	-3.6	0.0	0.0	-5.6	-3.1	0.7
CC(C)CC#Cc1ccc([C@@H]2[C@H](CO)N3C(=O)CN(C(=O)NC4CCCC4)C[C@@H]23)cc1	5.8	-0.6	-0.5	-7.0	0.1	.	-9.3	.
C[C@H]1CN([C@@H](C)CO)C(=O)c2cccc(NC(=O)Nc3ccccc3)c2O[C@@H]1CN(C)C(=O)Nc1ccc(C(F)(F)F)cc1	-2.3	0.6	2.2	-12.4	-1.1	3.6	.	1.1
CN(C)S(=O)(=O)c1ccc(Cl)c(C(=O)NNC(=O)Cn2ccc(C(F)(F)F)n2)c1	-5.4	11.0	-2.4	-2.8	0.0	-3.5	10.6	5.7
CCc1nc2ccc(C(=O)Nc3cc(-c4ccccc4)ccc3OC)cn2c1N(C=O)CCC(C)C	-0.5	0.0	-13.5	-1.2	-0.1	9.7	-8.1	3.9
CSc1cccc(CNC(=O)C2CCC(=O)N(CCCN3CCCC3=O)C2)c1 (configuration not stated)	.	-0.3	-4.6	-0.6	-0.1	8.0	-9.7	-16.3
O=C(CCCOc1ccc(Cl)cc1)Nc1cccc(C(=O)O)c1	-41.4	-1.0	-10.9	3.0	0.1	1.4	8.0	-4.1
Cc1ccc(N(CN2C(=O)c3ccccc3C2=O)C(=O)c2ccc([N+](=O)[O-])cc2[N+](=O)[O-])cc1	5.7	0.7	-13.3	1.8	0.1	.	-0.4	.
COc1ccc(/C(N)=N/OC(=O)c2cccc([N+](=O)[O-])c2C)cc1	-26.3	.	-8.3	-3.3	0.1	.	.	.
COC(=O)c1cc2c(c3c4cc(OC)ccc4n(C(=O)c4ccccc4)c13)C(=O)N(Cc1ccco1)C2	16.1	1.2	-31.2	-3.1	0.1	.	-0.2	.
O=C(/C=C/c1ccc(Br)o1)Nc1nccs1	-77.8	.	-24.7	0.7	0.0	.	3.2	.
Cc1cc(C)c2c(N)c(C(=O)NN3CC(=O)N(c4cccc(Cl)c4)CC3=O)sc2n1	-1.6	.	-7.9	3.2	0.2	.	6.0	.
CC(=O)NC[C@H]1[C@H](c2ccc(-c3cccnc3)cc2)[C@H](CO)N1C(=O)C1CC1	-7.4	-0.2	-19.1	0.9	0.0	0.8	.	2.4
CCCCC(=O)N=c1sc2c(OC)ccc(OC)c2n1C	3.1	0.0	-0.3	1.0	0.0	.	0.4	-1.1
CC[C@H](C)NC(=O)CCCCCn1c(=S)[nH]c2c([nH]c3ccc(OC)cc32)c1=O	-9.2	.	-9.8	1.0	0.2	.	.	.
Cc1ccc(NC(=O)CN2C(=O)COc3ccc(S(=O)(=O)N4CCOCC4)cc32)cc1F	.	.	-13.8	-6.2	0.1	-0.7	9.9	-3.1
COc1ccccc1-c1cnc2c(c1)C(=O)N([C@H](C)CO)C[C@@H](C)[C@H](CN(C)Cc1cccc(F)c1)O2	3.8	-0.1	4.5	5.7	-0.8	-7.9	-1.5	-30.1
CCN(Cc1ccccc1)C(=O)CN1C(=O)COc2ccc(S(=O)(=O)N3CCCCCC3)cc21	.	.	-3.5	0.0	0.0	10.5	1.2	5.2
O=c1ccc(-c2ccc(S(=O)(=O)Nc3ccccc3Cl)o2)n[nH]1	.	.	8.9	3.8	0.0	1.8	2.1	-4.8
Cc1csc(-c2cc(C(=O)NCc3cc(C(F)(F)F)cc(C(F)(F)F)c3)n[nH]2)c1	-1.6	.	3.6	-0.1	0.0	-10.1	13.1	3.3
CC(OC(=O)c1ccc(S(=O)(=O)NCc2ccco2)cc1)C(=O)Nc1ccc(Cl)cn1 (configuration not stated)	13.2	-2.1	-1.2	0.1	0.2	.	2.7	.

Two of these compounds, set out differently:
Every second line gives: EWS-Fli block | E-sel inducer | RAD52 inh | S100A4 inh HTS | Xi reactivation | esBAF inh | FN deposit inh | RAD54 branch
- Cc1ccc(N(CN2C(=O)c3ccccc3C2=O)C(=O)c2ccc([N+](=O)[O-])cc2[N+](=O)[O-])cc1
    5.7 | 0.7 | -13.3 | 1.8 | 0.1 | . | -0.4 | .
- Cc1cc(C)c2c(N)c(C(=O)NN3CC(=O)N(c4cccc(Cl)c4)CC3=O)sc2n1
    -1.6 | . | -7.9 | 3.2 | 0.2 | . | 6.0 | .
